ARNT TACC3 PPI: disruptors of ARNT/TACC3 protein interaction, primary screen, biochemical, AlphaScreen, single concentration. Transforming acidic coiled-coil-containing protein 3 (Homo sapiens), Q9Y6A5. AlphaScreen His-ARNT PAS-B/GST-TACC3 binding, luminescence; TACC3 fragment carries E629A point mutation. inhibition, % at 9.99 µM. 390,000 tested, 0.66% active;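 active means mean inhibition of replicates at least 50% and at least half of replicates each reaching 50%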;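 further: 0% = complete ARNT plus TACC3 wells and 100% = ARNT alone without TACC3; many hits fall short of the cut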
* hit, by the source's call. Only part of the results is shown; count on the stated rates, not on these rows.

SMILES	ARNT TACC3 PPI
CCCc1nnc(SCC(=O)N2CCOCC2)n1Cc1ccco1	3.9
COc1ccc(C(=O)NC2CC2)cc1OC1CCN(Cc2ccc(Cl)cc2)CC1	13.0
O=C1CC(c2ccco2)CC(O)=C1C=Nc1ccc(Br)cc1 (stereo unspecified)	3.8
O=C(CCCOc1ccccc1)Nc1nccs1	0.1
O=c1[nH]c2ccccc2n1C1=CCCC1	-4.4
O=C(Oc1ccc2ccc(=O)oc2c1)N1CCOCC1	-3.4
O=C1/C(=C/c2ccc(F)c(F)c2)CSc2sccc21	-2.3
CCOC(=O)c1sc(NC(=O)CSc2nnnn2-c2ccc(C)cc2C)nc1C	-33.7
COc1ccc(/C=C2\OC(=O)c3c(OC)cccc32)cc1OC	0.9
Brc1ccc(C2=Nn3c(nnc3-c3n[nH]c4c3CCC4)SC2)cc1	-2.0
COc1cccc(NC(=O)N2CCC(N3CCCCC3)CC2)c1	-1.9
O=C(N1CCOCC1)N1c2ccccc2Sc2ccccc21	-3.8
CCCCS(=O)(=O)N1CN(S(=O)(=O)CCCC)C2NC(=O)NC21 (stereo unspecified)	-1.4
COCCCNC(=O)CSc1nc2ccccc2c(=O)n1CCCC(=O)NCC1CCCO1 (stereo unspecified)	7.7
O=C(CN(Cc1ccco1)C(=O)CNS(=O)(=O)c1ccccc1)NC1CCCCC1	0.2
CCOC(=O)N1CCN(S(=O)(=O)c2cc(Br)cc3c2N(C(=O)CC)CC3)CC1	-2.8
CCCn1c(=O)c(C(=O)NCc2ccc(OC)c(OC)c2)c(O)c2ccccc21	-5.4
CCOc1ccc(NC(=O)C2CCCN(S(=O)(=O)c3cnc[nH]3)C2)cc1 (stereo unspecified)	3.3
CSc1nc(NCc2ccccc2)c2c3c(sc2n1)CN(C)CC3	5.0
Cc1cc(C)n(CC(O)Cn2cnc3c2c(=O)n(C)c(=O)n3C)n1 (stereo unspecified)	-1.2
O=C(CCC(=O)OCC(=O)c1ccccc1)NC1CCCCC1	1.9
COCCn1nnnc1CN(CCc1ccccc1)Cc1cc2ccc(C)cc2[nH]c1=O	-1.5
Cc1ccc(CS(=O)(=O)CCC(=O)NCc2cccs2)cc1	24.6
COc1ccc(S(=O)(=O)C(C#N)c2nc3ccccc3nc2N2CCCCC2)cc1 (stereo unspecified)	-4.4
CCOc1cccc(OCCCNCCCOC)c1	-2.5
Going on with the list.
SMILES	ARNT TACC3 PPI
O=C(NCCCN1CCOCC1)c1cc2ccccc2oc1=O	-3.8
FC(F)(F)c1nc(-c2ccncc2)ncc1-c1nnnn1-c1ccccc1	-2.9
Cc1ccccc1CN(c1ccc(C(=O)N2CCc3ccccc3C2)cc1)S(C)(=O)=O	0.9
CCC(=O)N1CCc2cc(S(=O)(=O)NC(C(=O)N3CCc4ccccc4C3)C(C)C)ccc21 (stereo unspecified)	-9.7
CC(C)(C)n1nnnc1C(c1ccc(Cl)cc1)N(Cc1cccnc1)Cc1ccco1 (stereo unspecified)	-0.5
COc1ccc(-c2nnn(CC(=O)N(Cc3cccs3)C(C)C(=O)NC3CCCC3)n2)cc1OC (stereo unspecified)	-6.7
C/C=C(\C)CN1CCN(c2ccccc2)CC1	-4.4
O=C(CNC(=S)NC(=O)c1ccco1)c1ccccc1	10.8
OCCN(Cc1ccccc1)Cc1ccc(Cl)cc1Cl	-18.0
COc1ccc(N(CC(=O)N/N=C/c2ccco2)S(=O)(=O)c2ccccc2)cc1	3.2
COc1ccc(C)cc1S(=O)(=O)N1CCC(C)CC1	-4.5
CCN(CC)C(=O)C1CCCN(C(=O)Nc2ccc(NC(=O)N3CCCC(C(=O)N(CC)CC)C3)cc2)C1 (stereo unspecified)	0.1
CCN1CCN(C(=O)/C=C\C(=O)O)CC1	-0.5
CC(NC(=O)Cn1c(=O)[nH]c2ccsc2c1=O)C12CC3CC(CC(C3)C1)C2 (stereo unspecified)	4.3
COC(=O)c1[nH]c(C)c(/C(O)=C2\C(=O)C(=O)N(CCN3CCOCC3)C2c2cccs2)c1C (stereo unspecified)	-5.5
CC(=O)c1cc2c(cc1NC(=O)Nc1cccc(Cl)c1)OCCO2	-6.4
Cc1ccc(C(=O)CSc2nnc(-c3ccccc3)o2)cc1	1.5
COCCCNc1ncnc2sc3c(c12)CCC(C)C3 (stereo unspecified)	3.4
CCCc1cc2c(cc1NC(=O)c1ccc(C)cc1)OCO2	-2.9
O=C(Nc1cnccn1)c1csc2ccccc12	-2.7
COc1ccc2oc(C)c(C(N)=O)c2c1	-4.8
COc1ccc(OC)c(CN(CCCN2CCOCC2)S(=O)(=O)c2ccc(NC(C)=O)cc2)c1	-6.1
CCN(CC)S(=O)(=O)c1ccc(-c2nnc(SCc3nnc(-c4ccc(C)cc4)o3)n2CC)cc1	2.1
Clc1ccc(OCCSc2ncccn2)c2ccccc12	-2.5
Cc1nn2c3ccccc3n(CCN3CCCCC3)c2nc1=O	3.8

For convenience, two of the compounds above:
SMILES	ARNT TACC3 PPI
CC(NC(=O)Cn1c(=O)[nH]c2ccsc2c1=O)C12CC3CC(CC(C3)C1)C2 (stereo unspecified)	4.3
COC(=O)c1[nH]c(C)c(/C(O)=C2\C(=O)C(=O)N(CCN3CCOCC3)C2c2cccs2)c1C (stereo unspecified)	-5.5

Remaining list, next part:
SMILES	ARNT TACC3 PPI
Cn1c(SC2=CS(=O)(=O)c3ccccc32)nc2ccccc21	-5.5
CCNC(=O)O/N=C(\C)c1sc(-c2ccc(Cl)cc2)nc1C	7.3
O=C1OCCC1Sc1ncnc2sc3c(c12)CCC3 (stereo unspecified)	-5.6
O=C(CC1COc2ccccc2O1)NC1CCCCC1 (stereo unspecified)	-4.4
C=CCn1c(-c2cccc(OC)c2)nc2nc3ccccc3nc21	-2.1
O=S(=O)(Nc1ncn[nH]1)c1ccc2ccccc2c1	-0.8
O=C(c1ccc(Br)cc1)C1CCc2occc2C1=O (stereo unspecified)	5.3
CC(C)OP(=O)(OC(C)C)C1(O)C(=O)Nc2ccccc21 (stereo unspecified)	-16.1
O=C(CSc1nnc(-c2cccc(S(=O)(=O)N3CCCCC3)c2)o1)c1ccc[nH]1	-1.9
CCOc1nnc(C)c2c(C)n(-c3cccc(Cl)c3)nc12	3.3
Cc1ccc(C(=O)Nc2sc3c(c2C#N)CCCCC3)cc1C	4.3
O=C(O)CSc1nc2ccc(Cl)cc2[nH]1	1.6
CC(C)c1ccc2c(c1)C1(NN=C(c3ccccc3)S1)C(=O)N2 (stereo unspecified)	49.5*
O=C(Cc1cn2ccsc2n1)OCc1ccccc1	-11.4
Cc1nn(Cc2ccccc2Cl)c(C)c1NC(=O)CCCn1nc(C)c([N+](=O)[O-])c1C	-17.6
CC(C)C1OC2c3cccc4cccc(c34)C2N1c1ccccc1 (stereo unspecified)	7.7
COc1ccc(CCNc2nc(N3CCCCC3)nc(N3CCCCC3)n2)cc1OC	-0.7
Cc1cc(NC(=O)C(=O)NCCN2CCN(C(=O)c3cccs3)CC2)ccc1Br	-6.4
Cc1noc(C)c1COc1cccc(C(=O)Nc2ccc(OCc3ccccc3)cc2)c1	-1.2
Cc1cc(C)cc(NC(=O)N2CCCC2C(=O)Nc2ccc(-n3cnnn3)cc2)c1 (stereo unspecified)	2.9
O=C(CCN1C(=O)c2ccccc2C1=O)Nc1cccc(S(=O)(=O)N2CCCCC2)c1	3.3
COc1ccc(CNc2oc(C)nc2C#N)cc1	-1.5
N#CC1=C(N)SC2(CCCCC2)SC1c1ccccc1 (stereo unspecified)	2.2
Cc1cc(-c2ccccc2)nc(N(C)NC(=O)c2c(F)cccc2F)c1S(C)(=O)=O	-3.7
CCOc1ccccc1OCCCC(=O)NC1=NCCS1	0.7

Molecules from the list above that contain fluorine (three):
SMILES	ARNT TACC3 PPI
O=C1/C(=C/c2ccc(F)c(F)c2)CSc2sccc21	-2.3
FC(F)(F)c1nc(-c2ccncc2)ncc1-c1nnnn1-c1ccccc1	-2.9
Cc1cc(-c2ccccc2)nc(N(C)NC(=O)c2c(F)cccc2F)c1S(C)(=O)=O	-3.7

Next part
SMILES	ARNT TACC3 PPI
CN1CC=C2C(C#N)=C(N)C(C#N)(C#N)[C@H](c3cccc(Cl)c3)C2C1 (stereo partly specified)	-7.3
Cc1ccc(S(=O)(=O)N2[C@@H](c3ccc(Cl)c(Cl)c3)C(C(=O)O)=C[C@H]2C(C)(C)C)cc1	0.8
CC(=O)N(CC1CCCO1)C1(C(=O)NC2CCCC2)CCCCC1 (stereo unspecified)	-6.5
CC1(C)CNC(=O)c2sc(N3CCCCC3)nc2C1	-0.6
CCOC(=O)C1=C(Cc2ccc(F)cc2)C(=O)c2ccccc2C1=O	11.3
CN(C)c1[nH]c(=O)c(C#N)c2c1CCN2Cc1ccccc1	5.2
COc1cccc(/C=N\Nc2nncc(-c3ccccc3)n2)c1	1.0
CCOC(=O)N1CCN(Cc2ccc(F)cc2F)CC1	-21.2
O=C(OCC(=O)N1CCCC1)c1ccco1	-5.8
C=CCNc1sc(C(=O)c2cccs2)c(N)c1C#N	-0.1
CCOC(=O)CNC(=O)C1c2ccccc2C(=O)N(c2ccc(OC)cc2)C1c1ccc(OC)cc1 (stereo unspecified)	-1.4
CN(C)CCSc1nnc2sc3ccccc3n12	-2.5
COc1ccc(C2C(C(C)=O)=C(O)C(=O)N2CCCn2ccnc2)cc1 (stereo unspecified)	10.5
CCC(c1nnnn1C1CCCCC1)N1CCN(C2CCCC2)CC1 (stereo unspecified)	-3.1
COC(=O)c1cn(CCOc2ccccc2F)c2ccccc12	1.5
C=CCn1c(CC(=O)Nc2cccc(OC)c2)nnc1SCC(=O)NC1CCCCC1	1.9
CC1CCN(C(=O)C2CCN(C(=O)c3cc4sccc4n3Cc3ccc(F)cc3)CC2)CC1	-8.7
COc1ccc2c(C)c(C(=O)NCC(C)O)oc2c1OC (stereo unspecified)	-2.2
COc1ccccc1OCC(=O)Nc1ccc(S(=O)(=O)NC(C)=O)cc1	-17.2
COc1cc(CN2CCC(C(=O)NC3CCCC3)CC2)ccc1O	0.7
O=C1CC(c2cccc(F)c2)C2=C(CCCC2=O)N1 (stereo unspecified)	0.9
CCCc1cc(=O)oc2c(C)c(OS(C)(=O)=O)ccc12	-1.0
O=C(OCC(=O)c1cccs1)C1=COCCO1	0.7
CCOC(=O)c1csc(NC(=O)c2ccc3c(c2)OCCO3)n1	-4.6
CN(C)CCCNCCCNC(=O)c1ccncc1	-1.2
The listing continues.
SMILES	ARNT TACC3 PPI
COc1ccc(-c2noc(-c3ccccc3-c3ccccc3)n2)cc1OC	-21.3
C=CC1C(N2CCOCC2)C(C)(C)S1(=O)=O (stereo unspecified)	-1.0
CCOc1ccc(NS(=O)(=O)c2ccc(NS(C)(=O)=O)cc2)cc1	-1.1
CC1CCc2nc(N)c(C#N)c(-c3cccn3C)c2C1 (stereo unspecified)	3.1
C=CCNC(=O)c1ccccc1NC(=O)c1ccc(Cl)c(S(=O)(=O)Nc2cc(C)ccc2C)c1	-0.1
C=C(C)C(=O)N1CC2(CC(c3cccc(NC(=O)CC)c3)=NO2)C[C@H]1C(N)=O (stereo partly specified)	-3.4
CN(C)C1NC(=O)c2cc(-c3ccccc3)sc2N1 (stereo unspecified)	-12.4
CCn1c(SCC(=O)c2cccs2)nnc1-c1ccco1	-7.5
Cc1ccc(S(=O)(=O)N/N=C/c2cnn(C)c2C)cc1	1.8
Cc1cccc(OCCCOc2cccc3cccnc23)c1C	3.5
CC(C)Cc1[nH]c(=O)c(C#N)c2c1CCCC2	-7.0
Cc1ccccc1-c1nnc(SCC(=O)NCc2ccc3c(c2)OCO3)n1C	-4.1
CCC(C)N(C(=O)Cn1nnc2ccccc21)C(C(=O)Nc1ccc(F)cc1)c1cccc(OC)c1 (stereo unspecified)	-7.0
COc1cccc(NC(=O)CN(C)S(=O)(=O)c2ccc3c(c2)CCC(=O)N3)c1	0.6
COCCN1C(=O)c2ccccc2C(C(=O)NCC2CCCO2)C1c1c[nH]c2ccccc12 (stereo unspecified)	-11.2
COc1cccc(-c2nnc(SCc3nc4ccccc4s3)n2C)c1	-7.8
O=[n+]1cc(-c2ccc(F)cc2)n([O-])c2c1CCC2	0.5
CC(C)CC(=O)Nc1ccc(F)c(Cl)c1	9.4
Cc1cccc(-c2nnc3n2N=C(c2ccccc2)CS3)c1	4.6
Cc1csc(NC(=O)Cc2c[nH]c3ccccc23)n1	10.4
Nc1nnc(CCS(=O)(=O)c2cc(Cl)ccc2Cl)s1	-15.4
Cn1c(SCC(=O)Nc2nccs2)nnc1C12CC3CC(CC(C3)C1)C2	12.6
COc1ccccc1Cn1nnc2c(=O)[nH]c(C3CCN(C(=O)c4ccccc4Cl)CC3)nc21	3.8
COc1cccc(-c2nnc(NC(=O)c3ccc(S(=O)(=O)N4CCOCC4)cc3)o2)c1	34.6
O=C(O)c1cnn2c1NC(c1cccs1)CC2C(F)(F)F (stereo unspecified)	0.6

Entries above marked active in ARNT TACC3 PPI:
SMILES	ARNT TACC3 PPI
CC(C)c1ccc2c(c1)C1(NN=C(c3ccccc3)S1)C(=O)N2 (stereo unspecified)	49.5*

Back to the main list, starting 4 compounds before the break.
SMILES	ARNT TACC3 PPI
Cn1c(SCC(=O)Nc2nccs2)nnc1C12CC3CC(CC(C3)C1)C2	12.6
COc1ccccc1Cn1nnc2c(=O)[nH]c(C3CCN(C(=O)c4ccccc4Cl)CC3)nc21	3.8
COc1cccc(-c2nnc(NC(=O)c3ccc(S(=O)(=O)N4CCOCC4)cc3)o2)c1	34.6
O=C(O)c1cnn2c1NC(c1cccs1)CC2C(F)(F)F (stereo unspecified)	0.6
CCOC(=O)CC1=C(C(=O)OCC)C(c2ccc(C)o2)C(C#N)=C(N)O1 (stereo unspecified)	-1.3
COc1ccccc1C1/C(=C(/O)c2ccccc2)C(=O)C(=O)N1CCO (stereo unspecified)	-3.7
O=C(c1ccc2ncsc2c1)N1CCN(c2ccc(O)cc2)CC1	-2.6
CC(C)C(=O)N(c1ccc2oc(=O)sc2c1)S(=O)(=O)c1cccs1	10.9
Nc1nc(-c2ccco2)c(-c2ccco2)s1	-7.0
CC(C)(C)P(=O)(CO)c1ccccc1 (stereo unspecified)	0.5
O=C(CN1CCN(c2ccc(F)cc2)CC1)c1ccc2c(c1)OCO2	25.6
Cc1cccc(C)c1NC(=O)C(c1cccs1)N(Cc1ccco1)C(=O)Cn1nnc2ccccc21 (stereo unspecified)	-3.4
